From PubChem
Cneo AK release = Cryptococcus neoformans cell lysis inducers, primary screen, AK release luminescence, single concentration; C. neoformans lysis, adenylate kinase release luminescence, 4 h; normalised: neutral wells 0, clomiphene wells 100; 360,000 tested, 0.2% active; AID 651654, 2012; lysis activity, % at 15 µM;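 active = mean lysis activity across replicates of at least 80%, whatever share of replicates individually reach that level; inactive = mean lysis activity below 80%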
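Material – Cryptococcus neoformans yeast cells · Quantity – 5 × 10^6 yeast cells/mL · Buffer or medium – YPD medium · Compound – single dose · Timing – 4 h static compound exposure, 37 °C, read 1 h post-reagent · Signal – adenylate kinase release luminescence · Read-out basis – lysis from increased AK signal · Benchmarks – Clomiphene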
Statin myotox sup = suppressors of statin myotoxicity in C2C12 myotubes, primary screen, cell-based, single point, plate reader. C2C12 myotubes + simvastatin, ATP luminescence, 48 h; scaled: DMSO 0, geranylgeraniol control 100. 330,000 tested, 0.78% active. rescue of ATP level, % at 7.49 µM;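 active = mean ATP rescue above about 67%, or every replicate alone reaching that limit, limit read from the data, passing the limit was not always enough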;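 note: myotubes were challenged with 10 µM simvastatin during compound exposure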
INS-1E GSIS act = GLuc luminescence reporter in INS-1E cells, primary screen for activators of glucose-dependent secretion of insulin; AID 743287, 2014; INS-1E GLuc reporter insulin secretion, 2-3 h; 370,000 tested, 0.61% active; activation, % at 16.6 µM;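 active = lowest replicate activation of at least 40%, so every replicate reaches that level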;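 note: 0% = median of neutral control wells and 100% = median of IBMX positive control wells; some compounds called inactive have numbers as strong as hits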
PGC1a acetyl inh = inhibitors of PGC1a acetylation signal, primary screen, cell-based, U2OS, AlphaScreen, inhibitor mode | 350,000 tested, 0.17% active | inhibition, % at 15.6 µM | AlphaScreen anti-acetyl-lysine; with virally co-expressed GCN5 acetyltransferase;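 active = every replicate shows inhibition of at least 40%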;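 note: 0% = neutral control wells and 100% = positive control wells; some results beyond the cut were filed as inactive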
ARNT-TACC3 inh = disruptors of ARNT/TACC3 protein interaction, primary screen, biochemical, AlphaScreen, single concentration; Transforming acidic coiled-coil-containing protein 3 (Homo sapiens), Q9Y6A5; AlphaScreen His-ARNT PAS-B/GST-TACC3 binding, luminescence; TACC3 fragment carries E629A point mutation; inhibition, % at 9.99 µM; 390,000 tested, 0.66% active; AID 623870, 2012;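 active = mean inhibition of replicates at least 50% and at least half of replicates each reaching 50%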;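 note: 0% = complete ARNT plus TACC3 wells and 100% = ARNT alone without TACC3; many hits fall short of the cut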
LGR2 antag = inhibitors of bursicon-induced LGR2 CRE-luciferase signal, primary screen, cell-based, HEK293, CRE-luciferase reporter, bursicon stimulation; Drosophila bursicon receptor LGR2 (rickets); bursicon-stimulated, 4 h; inhibition, % at 9.99 µM; 380,000 tested, 0.35% active; AID 720647, 2013;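 active = drop in luminescence signal, shown as inhibition above about 50% in the replicate tests, limit read from the data, passing the limit was not always enough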;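 note: agonist challenge used bursicon conditioned medium at about half maximal strength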
PAX8 reporter = inhibitors of PAX8-driven TPO luciferase reporter, primary screen, RMG-I cells, single concentration; SteadyGlo, 24 h; 360,000 tested, 1.2% active; inhibition, % at 12.6 µM; AID 652154, 2013;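 active = mean replicate inhibition at least 60% with every replicate also reaching 60%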;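 note: luciferase light reporting Pax8 driven TPO promoter activity; plate controls were median of neutral control wells for no effect and mitoxantrone controls for full effect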
PglD DTNB = C. jejuni PglD acetyltransferase inhibitors, primary screen, biochemical, DTNB colorimetric, single point | UDP-N-acetylbacillosamine N-acetyltransferase PglD (Campylobacter jejuni) | purified PglD enzyme, DTNB colorimetric CoA detection | inhibition, % at 12.5 µM | 360,000 tested, 0.098% active; in the data active = inhibition above about 16%, passing the limit was not always enough; note: strong numbers were not always called active
Starred values were filed as active, the others as inactive; · = no result given. Compounds were not picked by outcome; overall some 2.9% were active at least once.

SMILES	Cneo AK release	Statin myotox sup	INS-1E GSIS act	PGC1a acetyl inh	ARNT-TACC3 inh	LGR2 antag	PAX8 reporter	PglD DTNB
CC1C=NC(S(=O)(=O)N2CC[C@H]3[C@@H](CO)N(C)c4ccc(C5=CCCCC5)cc4[C@H]32)=N1 (stereo partly specified)	58	18	-21	-2	4	-16	-21	3
COc1ccc(CCNC(=O)CSc2nnc(CNC(=O)c3cccs3)o2)cc1OC	1	-7	12	-16	0	-9	·	-2
C[C@@H]1CN([C@H](C)CO)C(=O)c2cccc(NS(=O)(=O)c3ccc(F)cc3)c2O[C@@H]1CN(C)C(=O)Nc1ccc(C(F)(F)F)cc1	-3	58	-13	6	1	1	·	-5
O=C(COC(=O)CNS(=O)(=O)c1cccc(Br)c1)Nc1ccccc1Sc1ccccc1	0	3	3	-8	0	-6	-7	-3
O=C(c1ccco1)N1CCN(C(=O)C2CC(c3ccc(Cl)cc3)=NO2)CC1 (stereo unspecified)	4	-23	·	-8	-2	·	·	-3
Cc1c(OC(C)C(=O)NCCN2CCOCC2)ccc2c3c(c(=O)oc12)CCC3 (stereo unspecified)	-2	7	6	-3	6	8	-1	-4
Cc1cc(C(=O)N2CCCC2(C)C(=O)NCC(C)C)nn1C(C)(C)C (stereo unspecified)	-2	-5	0	-25	·	9	-14	0
CCSCc1nnc(SCC(=O)Nc2ccc(F)cc2)n1CC	·	·	0	·	-8	-14	-4	·
CNC[C@@H]1Oc2ncc(C3=CCCCC3)cc2C(=O)N([C@@H](C)CO)C[C@@H]1C	47	9	-15	4	13	24	-9	2
CCc1nc2nc(C)c(NS(=O)(=O)c3ccc(CC(C)C)cc3)c(=O)n2[nH]1	-2	12	-5	24	-9	20	-11	4
CCCn1cc(S(=O)(=O)c2ccc(C)cc2)c(=O)c2cc(OC)c(OC)cc21	0	3	-2	-5	7	-16	13	-6
N/C(=N\OC(=O)c1ccc(Cl)cc1Cl)c1cccnc1	·	4	5	-5	-1	-24	-192	·
CO[C@@H]1CN(C)C(=O)c2ccc(NC(=O)c3ccc4c(c3)OCO4)cc2OC[C@H](C)N(CCC(F)(F)F)C[C@@H]1C	49	35	-26	10	0	-7	·	-3
COCC(=O)N1CC[C@@H]2[C@H](CO)Nc3ccc(-c4ccc(C(=O)N(C)C)cc4)cc3[C@@H]21	0	3	7	22	-2	-19	-14	-1
Cc1ccc(NC(=O)CN2C(=O)NC(C)(CC(C)C)C2=O)c(Br)c1 (stereo unspecified)	-11	4	-14	-2	-2	3	·	6
O=C(Cn1cc2c(n1)CCCCC2)NCCCN1CCOCC1	0	4	-6	7	-3	-1	-1	-2
Cc1ccc(C(=O)COC(=O)CNS(=O)(=O)c2ccc(C)cc2)cc1	-1	1	-26	·	-7	15	·	-2
CCS(=O)(=O)NCCc1cc2ccc(C)cc2[nH]c1=O	3	·	·	-9	-6	·	·	-1
C/C(=N/Oc1nc(C)cc(C)n1)c1ccccc1	5	5	·	4	-6	·	-59	1
O=C(C[C@H]1C[C@@H]2c3cc(NC(=O)Nc4ccccc4)ccc3O[C@@H]2[C@H](CO)O1)NCC1CC1	0	1	-2	-9	-1	-4	·	-1
COc1ccccc1C(=O)Nc1ccnn1C1CCN(CCC(C)c2ccc(C)o2)CC1 (stereo unspecified)	1	8	6	7	4	-30	19	1
CO[C@@H]1CN(C)C(=O)c2cc(NC(C)=O)ccc2OC[C@@H](C)N(C(=O)c2cnccn2)C[C@@H]1C	0	0	10	0	2	6	18	2
O=C(/C=C/[C@H]1O[C@@H](n2ccc(=O)[nH]c2=O)[C@H](O)[C@@H]1O)NCc1cccc2ccccc12	2	0	·	-3	·	-7	15	-1
COc1ccc(C)cc1NC(=O)COC(=O)c1ccccc1SCC(=O)N1CCCC1	3	17	5	7	-29	-5	·	3
O=C1NCCCCC1NS(=O)(=O)c1ccc(F)c(F)c1 (stereo unspecified)	3	-12	15	1	5	-1	8	4
Cc1cc(NC(=O)CSc2ccc3nnc(CCNS(=O)(=O)c4ccccc4)n3n2)no1	-2	86*	-2	-11	·	-9	0	3
CC1CCc2[nH]c3ccc(C(=O)N(C)CC(=O)Nc4ccc(F)cc4)cc3c2C1 (stereo unspecified)	1	-1	-30	-8	6	5	-2	3
CC(=O)c1cc(CC=C(C)C)c(O)cc1O	2	7	·	6	-2	·	·	5
O=C(O)COc1ccc(/C=N/NC(=O)c2cccc3ccccc23)cc1	4	-3	-6	-2	-3	1	14	3
CCN(C[C@H]1N[C@@](C)(C(=O)OC)[C@H]2C(=O)N(C)C(=O)[C@@H]12)S(=O)(=O)c1ccccc1	2	-5	40	·	-3	7	-1	2

By substructure, those above containing a CF3 group (2)
SMILES	Cneo AK release	Statin myotox sup	INS-1E GSIS act	PGC1a acetyl inh	ARNT-TACC3 inh	LGR2 antag	PAX8 reporter	PglD DTNB
C[C@@H]1CN([C@H](C)CO)C(=O)c2cccc(NS(=O)(=O)c3ccc(F)cc3)c2O[C@@H]1CN(C)C(=O)Nc1ccc(C(F)(F)F)cc1	-3	58	-13	6	1	1	·	-5
CO[C@@H]1CN(C)C(=O)c2ccc(NC(=O)c3ccc4c(c3)OCO4)cc2OC[C@H](C)N(CCC(F)(F)F)C[C@@H]1C	49	35	-26	10	0	-7	·	-3

(continued)
SMILES	Cneo AK release	Statin myotox sup	INS-1E GSIS act	PGC1a acetyl inh	ARNT-TACC3 inh	LGR2 antag	PAX8 reporter	PglD DTNB
COc1cc(/C=C(\C#N)c2nc3ccccc3[nH]2)ccc1O	0	-29	-8	·	6	-36	-28	-10
Cc1ccc(F)cc1NC(=O)Cc1ncc(C(F)(F)F)cc1Cl	·	-2	2	-3	-5	-5	10	0
Cc1ccc(S(=O)(=O)Nc2ccc3c(c2)C(=O)N([C@H](C)CO)C[C@@H](C)[C@H](CN(C)C(=O)c2ccccc2)OCCCC[C@@H](C)O3)cc1	1	·	-22	0	-2	-4	-34	2
Cc1ccc2cccc(OCCCOc3ccccc3F)c2n1	0	-5	-16	11	-34	-12	-10	-5
O=C1CCC[C@@H]2Cc3[nH]c4c(Cl)ccc(Cl)c4c3[C@@H]3CCN1[C@H]23	1	48	-2	·	0	-8	17	4
Cc1cc(=O)oc2cc(OCC(=O)OC(C)C(=O)NC3CCCC3)ccc12 (stereo unspecified)	0	4	13	-1	-1	7	-18	1
Cc1noc(C)c1NC(=O)N(C)C[C@H]1Oc2ncc(C#CC3CCCCC3)cc2C(=O)N([C@@H](C)CO)C[C@@H]1C	0	0	-15	1	2	-4	·	-1
Cc1ccc(S(=O)(=O)N/N=C/c2ccc(C#N)cc2)cc1	·	3	5	·	-4	6	19	·
NC(=O)CCC(=O)N1CCCC(C(=O)c2ccc(C(F)(F)F)cc2)C1 (stereo unspecified)	0	-4	-4	18	-8	9	-7	-3
CCc1ccc(S(=O)(=O)N2CCN(C(=O)C3CCN(C(C)=O)CC3)CC2)cc1	-4	·	6	·	-3	4	-11	7
COC(=O)c1cn(CC(=O)N2CCCCCC2)c2ccccc12	-3	-4	·	-10	0	·	·	0
COC(=O)[C@@H]1C[C@@H](C(=O)O)[C@H](C)C1(C)C	1	-9	·	·	10	-25	16	-3
CN(c1ccc([N+](=O)[O-])cc1C(=O)Nc1ccccc1)C1CCCCC1	1	-9	-8	-5	-19	·	·	7
Cc1noc(C)c1CSCC(=O)N(C)CC(=O)Nc1ccc(F)c(F)c1F	3	-6	20	·	-6	-16	13	1
CCOC1=C2CN(S(=O)(=O)c3ccc(C)cc3)[C@H](c3cccc4ccccc34)C[C@H]2[C@H]2C(=O)N(c3ccccc3)C(=O)[C@H]2C1	-21	20	-20	-10	·	7	10	-3
Cn1cc(/C=C(\NC(=O)c2ccccc2)C(=O)NCCN2CCOCC2)c2ccccc21	-8	9	-26	-25	25	28	19	-3
CC(C)N1C(=O)CC(Nc2cccc3cccc(N)c23)C1=O (stereo unspecified)	·	·	-5	·	3	14	7	·
O=C(NCc1ccccc1Cl)C1CCCN(c2ncnc3c2nc2n3CCCCC2)C1 (stereo unspecified)	-11	-15	-15	-26	-6	-28	0	1
CN(C)C(=O)c1cccc(-c2ccc3c(c2)[C@@H]2[C@@H](CCN2C(=O)c2ccccc2F)[C@H](CO)N3)c1	2	-16	-8	-4	-2	-12	1	1
CC1CN(Cc2nc3c(c(=O)n(C)c(=O)n3C)n2CCCO)CC(C)O1 (stereo unspecified)	0	32	·	·	-10	·	·	10
Cc1ccc(-c2nc3ccc([N+](=O)[O-])cc3[nH]2)cc1	·	·	1	-9	7	54*	-51	·
Cc1nc(Nc2cccc(C(C)O)c2)c2nnn(Cc3ccccc3F)c2n1 (stereo unspecified)	·	·	-17	·	1	0	6	·
Cc1cc(Cl)ccc1OCCNC(=S)NC(=O)c1cccnc1	0	·	14	1	-2	31	-10	4
C[C@H](CO)N1C[C@H](C)[C@@H](CN(C)C(=O)Nc2cccc3ccccc23)Oc2ccc(NC(=O)Nc3ccc(F)cc3)cc2CC1=O	4	-7	5	-5	-5	10	2	2
COc1ccc(N2CCN(S(=O)(=O)c3ccc(OC)c(C(=O)N4CCOCC4)c3)CC2)cc1	4	22	42	·	-2	1	-6	-2
CCOc1ccc2nc(SCC(=O)NC3CCCc4ccccc43)sc2c1 (stereo unspecified)	·	·	3	·	-11	3	-16	·
COc1ccc(CN(C)C(=O)c2ccc(OCC(=O)N3CCOCC3)c(OC)c2)cc1	0	0	16	-2	·	-36	-27	-4
CC1=NCCN1S(=O)(=O)c1ccc(Br)c(C)c1	-3	1	·	1	-2	·	-20	2
COc1ccc(N2CCN(C(=O)CCNS(=O)(=O)c3ccc(Br)s3)CC2)cc1	0	0	·	-9	8	·	·	6
CCC(=O)Nc1ccc(C(=O)COC(=O)CCN2C(=O)C3CC=CCC3C2=O)cc1 (stereo unspecified)	0	-1	4	·	-5	19	2	-1
COc1cc(C(=O)Nc2nccs2)ccc1OCc1c(C)noc1C	-1	-39	4	10	-1	-1	·	-77
COc1cc(-c2nc3cnccn3c2NC(C)(C)CC(C)(C)C)ccc1O	3	5	·	-26	-2	·	35	-1
Cc1ccc(-c2nc(CS(=O)CC(=O)NCCN3CCCCCC3)c(C)o2)cc1 (stereo unspecified)	0	-1	-1	-3	5	-10	11	-2
CN(C)C(=O)c1c([N+](=O)[O-])c(C(C)(C)C)nn1C	-4	·	7	·	-15	6	33	5
CC12CCC(=O)N1C(C(=O)Nc1cccc(S(=O)(=O)N3CCCCC3)c1)CS2 (stereo unspecified)	0	-6	-13	·	5	10	2	-2
c1cc(N2CCCC2)ccc1C(c1nnnn1C1CCCCC1)N1CCOCC1 (stereo unspecified)	1	-3	1	-2	1	21	·	6
COC(=O)C[C@@H]1CC[C@H]2[C@@H](COc3ccc(NC(=O)c4ccccc4OC)cc3C(=O)N2C)O1	4	-9	-7	9	4	1	-3	-2
CCn1c(=O)c(C(=O)CN2CCN(S(=O)(=O)c3ccccc3)CC2)c(N)n(Cc2ccccc2)c1=O	·	·	-4	-7	-6	-7	9	·
COc1ccc(Cc2c(C(C)(C)C)nc3ccc(C)cn23)c(C)c1	1	-3	-8	4	·	7	25	1

Sorted by the number under PglD DTNB (low to high): some entries from above
SMILES | PglD DTNB
Cc1ccc(C(=O)COC(=O)CNS(=O)(=O)c2ccc(C)cc2)cc1 | -2
CCS(=O)(=O)NCCc1cc2ccc(C)cc2[nH]c1=O | -1
CN(c1ccc([N+](=O)[O-])cc1C(=O)Nc1ccccc1)C1CCCCC1 | 7
